Bioassay records from PubChem.
M5 PAM: CHRM5 positive allosteric modulation; P08912; CHO-K1 hM5, Fluo-8 calcium, ACh EC20 PAM; 0% = ACh EC20, 100% = ACh EC100; activation, % at 3 µM; 360,000 tested, 0.3% active;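 active means activation above the run cutoff, the mean activation of all test compounds plus 3 SD, cut at about 18% in these data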
Target sequence (P08912 whole entry, looked up): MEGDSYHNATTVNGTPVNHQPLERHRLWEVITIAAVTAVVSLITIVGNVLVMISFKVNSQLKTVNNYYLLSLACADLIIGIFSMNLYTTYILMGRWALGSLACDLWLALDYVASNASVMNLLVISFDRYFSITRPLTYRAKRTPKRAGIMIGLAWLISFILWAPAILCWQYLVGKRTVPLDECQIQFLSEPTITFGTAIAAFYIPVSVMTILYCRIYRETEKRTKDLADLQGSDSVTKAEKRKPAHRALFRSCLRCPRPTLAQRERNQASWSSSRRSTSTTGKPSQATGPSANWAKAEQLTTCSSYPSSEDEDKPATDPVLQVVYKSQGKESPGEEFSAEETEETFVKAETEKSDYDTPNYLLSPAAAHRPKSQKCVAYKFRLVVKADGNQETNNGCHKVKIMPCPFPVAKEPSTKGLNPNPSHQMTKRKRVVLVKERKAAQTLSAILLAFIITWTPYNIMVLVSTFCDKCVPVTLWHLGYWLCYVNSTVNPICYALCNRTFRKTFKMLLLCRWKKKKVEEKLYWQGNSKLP
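Test system: CHO-K1 hM5 cells / Doses: single-point, 3 µM nominal / Times: Post-acetylcholine fluorescence recording 140 s / Technique: Fluo-8 calcium fluorescence / Measure: Max/basal fluorescence ratio as % of EC20–EC100 ACh window / Benchmarks: low control EC20 acetylcholine (0%), high control EC100 acetylcholine (100%) / Replicates: one well per compound, no replicates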
CHRM5 antagonist: antagonists of human muscarinic M5 receptor (CHRM5); inhibition, % at 3 µM; AID 624040; 360,000 tested, 0.59% active; CHO-hM5 cells, Fluo-8 calcium fluorescence, ACh EC80;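 active means inhibition above a per-plate cutoff, the mean of that plate's test compounds plus 3 SD, cut at about 27% in these data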;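 further: 0% = acetylcholine EC80 with DMSO and 100% = DMSO without agonist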
CRFR2-BP antag: antagonists of CRF-binding protein/CRF-R2 receptor complex; inhibition, % at 11.8 µM; HEK293 CRF-R2/CRF-BP, CRF-induced calcium fluorescence; 350,000 tested, 0.59% active; AID 588475;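 active means inhibition of the ligand-induced calcium signal above about 50% at the single tested concentration, limit read from the data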
CRFBP-R2 agonist: agonists of human CRF-binding protein/CRF-R2 receptor complex; HEK293 CRF-R2/CRF-BP, calcium dye fluorescence (FLIPR); percent of saturating CRF peptide response; activation, % at 13.2 µM; 350,000 tested, 0.46% active; AID 588473;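 active means activation of at least 50%, plus an integration ratio under a set limit after plate pattern correction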;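 further: plate controls were neutral control wells without compound for no effect and CRF at EC100 for full effect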
CHRM5 agonist: agonists of human muscarinic M5 receptor (CHRM5). P08912. 360,000 tested, 0.19% active. CHO-K1 hM5 cells, Fluo-8 calcium fluorescence; 0% DMSO wells, 100% maximal acetylcholine response. activation, % at 3 µM;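 active means activation above the run's mean over test compounds plus 3 SD, cut at about 23% in these data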;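 further: signal is peak over basal fluorescence ratio across the kinetic read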
CHRM4 PAM: positive allosteric modulators of human muscarinic M4 receptor; CHO-K1 hM4/Gqi5, Fluo-8 calcium fluorescence, ACh EC20; 0% = ACh EC20, 100% = maximal ACh; activation, % at 3 µM; 360,000 tested, 0.4% active;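 active means activation above its plate's cutoff, the mean activation of sample wells plus 3 SD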; further: some results filed as inactive read as strong as hits
CHRM4 antagonist: antagonists of human muscarinic M4 receptor (CHRM4); 360,000 tested, 0.73% active; inhibition, % at 3 µM; CHO-hM4 cells, ACh EC80, Fluo-8 calcium fluorescence; P08173; AID 624125;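 active means inhibition above its plate's cutoff, the mean inhibition of sample wells plus 3 SD, cut at about 27% in these data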;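 further: 0% = acetylcholine EC80 with DMSO and 100% = DMSO without agonist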
M1 PAM: positive allosteric modulators of human M1 muscarinic receptor; CHO-K1 hM1, Fluo-8 calcium fluorescence, ACh EC20; 0% = ACh EC20, 100% = maximal ACh; P11229; 360,000 tested, 0.088% active; AID 588819; activation, % at 3 µM; in the data active means activation above about 19%, passing the limit was not always enough
Target sequence (P11229 whole entry, looked up): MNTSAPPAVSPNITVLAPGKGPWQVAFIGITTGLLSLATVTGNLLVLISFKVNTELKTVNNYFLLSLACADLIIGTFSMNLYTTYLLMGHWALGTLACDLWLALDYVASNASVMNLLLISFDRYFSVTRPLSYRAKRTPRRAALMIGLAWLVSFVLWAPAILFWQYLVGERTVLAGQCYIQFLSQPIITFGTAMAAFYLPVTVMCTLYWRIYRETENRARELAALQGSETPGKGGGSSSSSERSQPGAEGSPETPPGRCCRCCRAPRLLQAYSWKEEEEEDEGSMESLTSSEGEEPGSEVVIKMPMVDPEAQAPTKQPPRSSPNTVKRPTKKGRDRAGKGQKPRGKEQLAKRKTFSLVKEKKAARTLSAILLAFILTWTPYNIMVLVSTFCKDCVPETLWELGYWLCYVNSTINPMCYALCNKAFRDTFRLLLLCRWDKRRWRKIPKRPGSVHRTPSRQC
CHRM4 agonist: agonists of human muscarinic M4 receptor (CHRM4). P08173. CHO-K1 hM4/Gqi5, Fluo-8 calcium fluorescence; vehicle 0%, full acetylcholine response 100%. activation, % at 3 µM. 360,000 tested, 0.14% active. AID 624127;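 active means activation above the run mean over all test wells plus 3 SD, cut at about 32% in these data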;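 further: peak over basal fluorescence ratio per well then scaled between controls; 0% = DMSO wells and 100% = acetylcholine at EC100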
Active calls of the source: *; / = not tested or not shown.

1) COc1ccc(-c2coc3c(CN4CCOCC4)c(O)ccc3c2=O)cc1
2) CCOc1cc(/C=C(\C#N)C(=O)NCC2CCCO2)ccc1OCC(N)=O (configuration not stated)
3) COc1ccccc1CNC(=O)CN(C)CC(=O)Nc1cccc(F)c1
4) Cc1cc(Cl)nc(Cl)c1C(=O)NC(=O)NCCC(C)C
5) Cc1nc(SC(C)C(=O)c2c(N)n(C)c(=O)n(C)c2=O)c2c(C)c(C)sc2n1 (configuration not stated)
6) CCCCN(C(=O)CSc1cc(C)c2ccc(OC)cc2n1)c1c(N)n(Cc2ccccc2)c(=O)[nH]c1=O
7) COc1ccc2cc(S(=O)(=O)N3CCOCC3)ccc2c1
8) COc1cc(/C=C/C(=O)OCC(=O)Nc2ccc3[nH]c(=O)[nH]c3c2)ccc1OC(F)F
9) C[C@H]1CN([C@@H](C)CO)C(=O)CCCn2nncc2CO[C@@H]1CN(C)S(=O)(=O)c1ccc(-c2ccccc2)cc1
10) COc1ccc(S(=O)(=O)N[C@@H]2C=C[C@@H](CC(=O)N3CCc4ccccc4C3)O[C@@H]2CO)cc1

assay / compound | 1 | 2 | 3 | 4 | 5 | 6 | 7 | 8 | 9 | 10
CRFR2-BP antag | -4 | 1 | 13 | -73 | -21 | -8 | -6 | 4 | 0 | /
CHRM5 agonist | 1 | -1 | 2 | -7 | 3 | -4 | -12 | 0 | -1 | -2
M1 PAM | -4 | -2 | 8 | 2 | 2 | 6 | 7 | 8 | -2 | /
M5 PAM | -1 | 8 | -5 | 3 | -3 | 1 | 13 | 1 | 2 | -3
CHRM5 antagonist | -7 | -10 | 2 | -1 | 9 | 2 | -15 | -3 | 6 | 4
CHRM4 antagonist | 21 | 2 | 8 | 0 | -3 | 0 | -4 | -15 | 11 | -11
CRFBP-R2 agonist | -0.5 | 9.1 | -0.3 | -1.3 | 20 | 1.2 | 0.1 | 0.7 | 0.6 | /
CHRM4 agonist | 2 | 0 | 3 | 0 | 8 | 2 | 1 | 1 | 1 | 2
CHRM4 PAM | 6 | -7 | 2 | 8 | -7 | 2 | 6 | 9 | 0 | 12

11) Cc1cc(NC(=O)C(=O)NCCN2CCN(C(=O)c3cccs3)CC2)ccc1Br
12) O=c1cc(CSc2nnc(COc3ccc(Cl)cc3)o2)c2ccccc2[nH]1
13) C/C(=N\NC(=O)c1ccc(NS(=O)(=O)c2cccs2)cc1)c1ccc(Cl)cc1
14) COc1cc(CCC(=O)Nc2c(C(=O)N3CCN(c4ccccc4)CC3)oc3ccccc23)on1
15) O=C(COC(=O)c1ccc[nH]c1=O)NCCCc1ccccc1
16) COc1ccc(Cl)cc1NC(=O)CN1C(=O)NC(C)(Cc2ccc(OC)c(OC)c2)C1=O (configuration not stated)
17) O=c1[nH]c2ccccc2c(=O)c2ccccc12
18) CC(=O)c1ccc(N2CCN(c3ccccc3O)CC2)c([N+](=O)[O-])c1
19) O=C(CN1CCC(NC(=O)c2ccccc2F)CC1)Nc1ccc2c(c1)OCO2
20) O=C(O)/C=C\C(=O)Nc1ccc(OC(F)F)cc1

assay / compound | 11 | 12 | 13 | 14 | 15 | 16 | 17 | 18 | 19 | 20
CRFR2-BP antag | 5 | -40 | 31 | 2 | 2 | 11 | -8 | 9 | 2 | 1
CHRM5 agonist | -6 | -3 | -2 | -4 | 0 | 2 | 1 | 8 | 0 | -2
M1 PAM | 6 | -2 | 0 | -2 | -2 | 2 | 7 | -25 | 10 | 8
M5 PAM | 5 | 1 | -5 | -12 | 1 | -3 | 3 | -16 | 0 | -8
CHRM5 antagonist | -3 | -2 | 15 | 20 | 5 | 6 | -6 | 31* | -1 | -6
CHRM4 antagonist | -15 | -7 | 5 | 6 | 10 | -1 | -12 | 12 | -8 | 1
CRFBP-R2 agonist | -0.6 | 3.0 | -1.4 | -1.3 | -0.9 | 1.8 | -0.6 | 0.1 | -1.8 | 0.3
CHRM4 agonist | 5 | 1 | 0 | 7 | 1 | 4 | 5 | 31 | 1 | 1
CHRM4 PAM | -2 | -1 | -8 | -16 | 1 | -2 | 9 | -17 | 8 | 13

21) CCN(CC)C(=O)Cn1cc(C(=O)C(=O)N2CC=C(c3ccccc3)CC2)c2ccccc21
22) COc1ccc(-c2csc(NC(=O)Cc3ccccc3)n2)cc1OC
23) CC(=O)Nc1ccc(S(=O)(=O)NC(C)C(=O)NCCc2ccc(F)cc2)cc1 (configuration not stated)
24) C/C(Cc1ccccc1)=N\NC(=O)CNC(=O)c1ccccc1O
25) COc1cc(/C=C2\SC(=S)N(NC(=O)c3ccccc3OC)C2=O)ccc1O
26) C/C(N)=C(/C#N)C(=O)COC(=O)CNS(=O)(=O)c1ccc(F)c(F)c1F
27) CNc1nc(Cl)c(SC)c(NC2CCCCC2)n1
28) COc1cccc(NC(=O)CN2C(=O)NC(C)(c3ccc(C)cc3)C2=O)c1 (configuration not stated)
29) CCOC(=O)C1=C(c2ccccc2)OC(N)=C(C#N)C1C1CCCCC1 (configuration not stated)
30) CC1=C(OC(=O)c2ccc(Br)cc2)C(C)(C)C(c2ccccc2)OC1=O (configuration not stated)

assay / compound | 21 | 22 | 23 | 24 | 25 | 26 | 27 | 28 | 29 | 30
CRFR2-BP antag | -12 | 12 | 11 | 3 | -38 | 22 | -22 | -30 | -20 | 2
CHRM5 agonist | -4 | -2 | -3 | 0 | 1 | -1 | 4 | 5 | -5 | -3
M1 PAM | -2 | -2 | -2 | 7 | -6 | 7 | 6 | 10 | -6 | 1
M5 PAM | 0 | -6 | -3 | -4 | -8 | 4 | 12 | -7 | 1 | 3
CHRM5 antagonist | 11 | 12 | -2 | -1 | 14 | 2 | -16 | 12 | 6 | -1
CHRM4 antagonist | -2 | -9 | -3 | 4 | 0 | 3 | -4 | 6 | -3 | -5
CRFBP-R2 agonist | 4.5 | -0.5 | -3.9 | -1.6 | 14 | -0.9 | -0.6 | 1.8 | 0.1 | 7.7
CHRM4 agonist | 0 | 7 | 1 | 1 | 9 | 1 | 0 | 6 | -1 | 0
CHRM4 PAM | -7 | -5 | -3 | -1 | -8 | 2 | 0 | -2 | 13 | 5

Given as labelled records: 4 of the compounds above
[27] CNc1nc(Cl)c(SC)c(NC2CCCCC2)n1
  CRFR2-BP antag: -22
  CHRM5 agonist: 4
  M1 PAM: 6
  M5 PAM: 12
  CHRM5 antagonist: -16
  CHRM4 antagonist: -4
  CRFBP-R2 agonist: -0.6
  CHRM4 agonist: 0
  CHRM4 PAM: 0
[21] CCN(CC)C(=O)Cn1cc(C(=O)C(=O)N2CC=C(c3ccccc3)CC2)c2ccccc21
  CRFR2-BP antag: -12
  CHRM5 agonist: -4
  M1 PAM: -2
  M5 PAM: 0
  CHRM5 antagonist: 11
  CHRM4 antagonist: -2
  CRFBP-R2 agonist: 4.5
  CHRM4 agonist: 0
  CHRM4 PAM: -7
[26] C/C(N)=C(/C#N)C(=O)COC(=O)CNS(=O)(=O)c1ccc(F)c(F)c1F
  CRFR2-BP antag: 22
  CHRM5 agonist: -1
  M1 PAM: 7
  M5 PAM: 4
  CHRM5 antagonist: 2
  CHRM4 antagonist: 3
  CRFBP-R2 agonist: -0.9
  CHRM4 agonist: 1
  CHRM4 PAM: 2
[28] COc1cccc(NC(=O)CN2C(=O)NC(C)(c3ccc(C)cc3)C2=O)c1 (configuration not stated)
  CRFR2-BP antag: -30
  CHRM5 agonist: 5
  M1 PAM: 10
  M5 PAM: -7
  CHRM5 antagonist: 12
  CHRM4 antagonist: 6
  CRFBP-R2 agonist: 1.8
  CHRM4 agonist: 6
  CHRM4 PAM: -2

Next part:
31) CC1(OC(=O)C2CCCC2)C(=O)C=C2C=C(c3ccsc3)N(CCc3ccccn3)C=C2C1=O (configuration not stated)
32) CCn1cc(S(=O)(=O)CC(=O)Nc2cccc(C)c2)c2ccccc21
33) CC(Sc1ccc(Cl)cc1)C(=O)NNC(=O)c1ccco1 (configuration not stated)
34) CCOC(=O)c1ccc(NC(=S)N2CCCC2c2ccc(OC)c(OC)c2)cc1 (configuration not stated)
35) O=C(NCc1cccs1)[C@@H]1CCCN1S(=O)(=O)c1ccccc1F
36) COC(=O)c1cccc(NC(=O)c2cnn(C)c2)c1
37) Cc1cc(C(=O)OCC(=O)Nc2ccc(F)cc2)c(C)o1
38) OC(COCCC12CC3CC(CC(C3)C1)C2)CN1CCCCC1 (configuration not stated)
39) CSCCC(NC(=O)c1cc([N+](=O)[O-])cc([N+](=O)[O-])c1)c1nc2ccccc2[nH]1 (configuration not stated)
40) COc1ccc2nc(NC(=O)c3sc4nc(C)cc(C)c4c3N)sc2c1

assay / compound | 31 | 32 | 33 | 34 | 35 | 36 | 37 | 38 | 39 | 40
CRFR2-BP antag | 7 | -59 | 13 | -25 | 0 | -3 | 0 | -28 | -2 | -10
CHRM5 agonist | -3 | 2 | 1 | 0 | -2 | -1 | -4 | -1 | 6 | 3
M1 PAM | 0 | 8 | 5 | 1 | 7 | -3 | -5 | -7 | -6 | 5
M5 PAM | -7 | -4 | 4 | -4 | 5 | -12 | -8 | -2 | -18 | -3
CHRM5 antagonist | 13 | 3 | 1 | 3 | 8 | 12 | 10 | -1 | 7 | 14
CHRM4 antagonist | -5 | -10 | -8 | -9 | -9 | -6 | -6 | 6 | -1 | -12
CRFBP-R2 agonist | -1.2 | 28 | -1.2 | 1.0 | 0.2 | 1.2 | -0.5 | 0.8 | 0.7 | 1.4
CHRM4 agonist | 1 | 6 | 1 | 11 | 1 | 11 | 0 | 1 | 16 | 1
CHRM4 PAM | 2 | 2 | 10 | -6 | 3 | -21 | 0 | -9 | -11 | 1

41) CCOC(=O)CC(NC(=O)C1c2ccccc2Oc2ccccc21)c1ccccc1Cl (configuration not stated)
42) O=C(Nc1cccc2ccccc12)N1CCN(c2ccccc2)CC1
43) Cc1ccc(NC(=O)Nc2ccc(F)cc2)cc1Cl
44) O=C(CCN1CCN(Cc2ccccc2)CC1)Nc1cccc(Br)c1

assay / compound | 41 | 42 | 43 | 44
CRFR2-BP antag | 29 | -5 | -13 | -17
CHRM5 agonist | -2 | -3 | 6 | -3
M1 PAM | 0 | -1 | -20 | 5
M5 PAM | -5 | -3 | -13 | -4
CHRM5 antagonist | 7 | -5 | 18 | 8
CHRM4 antagonist | 5 | -2 | -2 | 1
CRFBP-R2 agonist | -0.1 | -1.8 | 11 | 1.0
CHRM4 agonist | -1 | 1 | 15 | 5
CHRM4 PAM | -6 | 7 | -6 | -11
